# GC-B act: GC-B (human) receptor activation; HEK293-GC-B cells, CNP EC30, cGMP TR-FRET; 0% at EC30 CNP, 100% saturating CNP; AID 1920062; P20594; hit rate 0.11% among 370,000; activation, % at 10 µM;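 active = activation at 10 µM reaching about 35% in either raw or pattern-adjusted values, limit read from the data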
# HTRA1 inh: inhibitors of human serine peptidase HTRA1 | inhibition, % at 5.96 µM | AID 504803 | recombinant HTRA1, FP-rhodamine activity-based probe, fluorescence polarization | hit rate 0.5% among 340,000 | Q92743; in the data active = inhibition above about 36%;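 also: 0% = enzyme with DMSO and 100% = wells lacking enzyme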
# MBD2 DNA inh: inhibitors of human MBD2 binding to methylated oligonucleotide | hit rate 0.31% among 370,000 | AID 686964 | Q9UBB5 | inhibition, % at 4.4 µM | TR-FRET; in the data active = inhibition above about 13%
# Target sequence (Q9UBB5 whole entry, looked up): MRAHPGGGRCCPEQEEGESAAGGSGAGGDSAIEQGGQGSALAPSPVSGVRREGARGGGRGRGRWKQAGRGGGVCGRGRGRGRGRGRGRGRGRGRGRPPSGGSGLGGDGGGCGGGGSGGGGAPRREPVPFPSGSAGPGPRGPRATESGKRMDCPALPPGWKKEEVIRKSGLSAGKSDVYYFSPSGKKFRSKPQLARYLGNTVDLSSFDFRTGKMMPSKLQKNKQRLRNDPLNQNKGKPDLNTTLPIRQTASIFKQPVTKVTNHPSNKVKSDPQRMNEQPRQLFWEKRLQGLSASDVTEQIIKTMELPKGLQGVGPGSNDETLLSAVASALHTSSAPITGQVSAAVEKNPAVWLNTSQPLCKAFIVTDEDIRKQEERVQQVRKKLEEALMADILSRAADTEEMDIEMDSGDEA
# NPR1 activator: GC-A (human) enzyme activation | P16066 | HEK293 GC-A cells, cGMP TR-FRET, EC30 ANP; 0% at EC30 ANP, 100% saturating ANP | activation, % at 10 µM | hit rate 0.14% among 370,000 | AID 1671463; in the data active = activation above about 40%
# PRMT1 FP inh: blocks human protein arginine methyltransferase 1; recombinant PRMT1, activity-based probe fluorescence polarization; hit rate 1.3% among 370,000; Q99873; inhibition, % at 2.79 µM;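 active = inhibition above about 21% made by adding two undisclosed values, limit read from the data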
# Target sequence (Q99873 whole entry, looked up): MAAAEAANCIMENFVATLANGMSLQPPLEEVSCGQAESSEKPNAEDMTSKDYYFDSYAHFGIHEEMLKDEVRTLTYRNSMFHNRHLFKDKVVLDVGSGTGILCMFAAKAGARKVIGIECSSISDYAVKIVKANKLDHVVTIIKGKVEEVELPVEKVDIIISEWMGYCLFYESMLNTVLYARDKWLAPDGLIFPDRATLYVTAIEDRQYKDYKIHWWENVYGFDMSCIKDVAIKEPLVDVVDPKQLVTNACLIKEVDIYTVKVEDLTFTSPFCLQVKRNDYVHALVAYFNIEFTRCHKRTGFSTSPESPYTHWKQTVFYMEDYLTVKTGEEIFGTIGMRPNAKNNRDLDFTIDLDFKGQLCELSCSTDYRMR
# UHRF1 binding: UHRF1 methyl-DNA binding inhibition; Q96T88; UHRF1 binding to methylated oligo, TR-FRET; inhibition, % at 4.4 µM; hit rate 0.75% among 370,000; AID 687016; in the data active = inhibition above about 21%;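 also: UHRF1 SRA domain binding a hemimethylated CpG hairpin DNA probe; 0% = median of test compound wells and 100% = reference inhibitor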
# ABHD4 inh: ABHD4 (mouse) inhibition, primary FP screen; Q8VD66; purified mABHD4, FP-Rh probe fluorescence polarization; inhibition, % at 8.92 µM; hit rate 0.54% among 370,000;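 active = inhibition exceeding the mean over every tested compound plus 3 SD, cut at about 30% in these data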;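 also: 0% = plate median of compound wells and 100% = S159A mutant with DMSO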
#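 Doses – 8.92 µM, single dose · Material – wild-type mouse ABHD4 protein · Replication – single well per compound (singlicate) · Measure – percent inhibition of probe binding, normalized to plate controls · Schedule – 45 min compound pre-incubation plus 60 min probe step, 25 °C · Detection – fluorescence polarization with parallel and perpendicular emission, 525/598 nm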
# rCAG RNA binder: binds r(CAG) RNA repeats; AID 651821; hit rate 1.3% among 370,000; r(CAG) RNA repeat, TO-PRO-1 dye displacement fluorescence; inhibition, % at 3 µM;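 active = inhibition above the plate cutoff, the mean of all test compounds on that plate plus 3 SD, cut at about 35% in these data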;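 also: 0% = DMSO alone and 100% = 100 µM mitoxantrone as full dye displacement; higher means more dye released from RNA so lower well fluorescence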
# SIAE primary: human SIAE inhibition, primary screen | AID 1053197 | inhibition, % at 9.66 µM | SIAE FP-Rh probe binding, fluorescence polarization | hit rate 0.69% among 370,000;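 active = inhibition above a cutoff: mean of compounds within the control limits plus 3 SD of those, cut at about 17% in these data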;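 also: 0% = plate median of compound wells and 100% = probe without SIAE protein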
# TCR CD3 inh: blocks the human TCR-CD3 interaction; TAMRA-labeled TCR probe fluorescence, biochemical; inhibition, % at 9.4 µM; hit rate 0.37% among 360,000; AID 651800; in the data active = inhibition above about 19%;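 also: recombinant mutant TCR 2C K166C tagged with TAMRA read by polarization; 0% = receptor in buffer alone and 100% = receptor with positive control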
# An asterisk follows results filed as active; / = no result given. An excerpt; the hit share may differ from the screen's.
SMILES,GC-B act,HTRA1 inh,MBD2 DNA inh,NPR1 activator,PRMT1 FP inh,UHRF1 binding,ABHD4 inh,rCAG RNA binder,SIAE primary,TCR CD3 inh
CCC(=O)N(C)C[C@H]1Oc2cc(-c3ccccc3F)ccc2S(=O)(=O)N([C@H](C)CO)C[C@H]1C,-1,-2,-2,4,0,1,0,0,-7,5
CCOC(=O)C1=C(N)OC2=C(C(=O)CC(C)(C)C2)C1C1CCCCC1 (stereo not given),-7,-21,9,-5,2,6,-21,-5,-2,-2
COc1ccccc1N1CCN(C2CCCN(Cc3ccc(Cl)cc3)C2)CC1 (stereo not given),-1,2,6,-1,-7,-2,2,-11,-5,6
Cc1nc2ccc(C(=O)NCCc3c[nH]c4ccccc34)cn2c1N(C)C(=O)CCc1ccccc1,-2,/,-3,-4,-4,1,-6,1,-3,-4
O=C(CSc1ncn[nH]1)N1N=C2/C(=C/c3ccco3)CCCC2C1c1ccco1 (stereo not given),-4,-13,-2,-1,4,-5,-7,2,-2,-4
Cc1ccc(C)c(/C=N/NC(=S)NC(C)C)c1,8,-4,0,8,1,-7,1,-2,0,0
CCOC1=C2[C@H](c3ccc(CC)cc3)N(S(=O)(=O)c3ccc(C)cc3)C[C@H]2C(C#N)(C#N)C(C#N)(C#N)C1,-10,/,1,-13,0,-3,-8,22,-9,-3
CCOC(=O)C1CCN(c2ncnc3c2nnn3Cc2ccccc2Cl)CC1,-4,-17,-3,2,7,-1,-7,-6,-7,-6
COc1cccc(N2CC(C(=O)Nc3nnc(SCC(=O)NCc4ccco4)s3)CC2=O)c1 (stereo not given),5,-2,4,1,17,2,3,10,-4,-4
CN(Cc1ccccc1)C(=O)c1cccc(NC(=O)Cc2cccc(NC(=O)C3CCN(C(=O)C4CC4)CC3)c2)c1,7,-5,3,-2,-3,17,7,4,-5,0
Cn1c(SCC2CCC2)nnc1-c1ccco1,-2,/,1,4,0,1,1,-1,-2,/
Cc1c(C=O)c2cc(OCc3ccccc3)ccc2n1C,4,-9,-4,0,-1,0,1,7,-8,-5
FC(F)(F)c1cccc(NC(=S)NCCN2CCOCC2)c1,4,-2,5,2,-2,-4,0,-1,8,-3
CC1Sc2ccc(S(=O)(=O)N3CCC(C(=O)Nc4ccc(Cl)cc4)CC3)cc2NC1=O (stereo not given),-10,-39,2,-8,-1,-1,-18,8,-17,0
CCCCCCn1c(=O)[nH]c2nc3cc(N)ccc3nc2c1=O,-1,/,-25,20,124*,-67,50*,-37,18*,16
COc1ccccc1CNCc1cc(Br)ccc1OC,-13,-1,0,-28,3,6,7,3,3,-5
COc1ccc(-c2csc(NC(=O)Cc3ccccc3)n2)cc1OC,3,-4,-3,7,0,-2,0,3,-4,-1
CCN(CC)C(=O)Cn1nc(C)c2ccccc2c1=O,3,10,-4,0,-1,-2,5,-2,0,2
COc1cccc2c1Oc1ncccc1N(C(=O)CCC(=O)NCc1ccccc1)C2,1,6,-1,0,-5,-1,1,-2,-6,1
O=C1OC(COc2ccc(Br)cc2)CN1c1ccccc1 (stereo not given),-4,9,-5,1,-8,-1,4,0,7,2
O=C(NCCN1CCOCC1)c1c(O)nc2sccn2c1=O,0,-1,2,1,-4,-1,3,-11,1,2
O=C1CC(c2ccccc2)C(c2ccccc2)=NN1 (stereo not given),-3,4,-6,-13,2,0,-2,2,-4,1
Cn1c(C=O)c(-c2ccc3cc[nH]c3c2)c2ccccc21,-6,-11,-3,0,-2,-2,2,18,2,0
COc1ccccc1-c1nc(-c2ccc(Br)o2)no1,-8,-13,7,5,15,4,-9,2,-10,-2
O=C(CCc1nnc(CCCCc2ccccc2)o1)NC(c1cccnc1)C(F)(F)F (stereo not given),1,-2,1,-5,0,1,-2,-10,-3,-5
CCN1CCN(S(=O)(=O)c2ccc(Cl)c(C(=O)N(C)Cc3ccc(Cl)cc3Cl)c2)CC1,1,-4,-1,-7,-5,-1,4,-6,12,3
COc1cc(Br)c(CCNC(=O)c2ccco2)cc1OC,-4,5,-3,4,-4,-1,6,1,3,0
Cc1ccc(C(=O)N2CCN(c3ccc([N+](=O)[O-])c(NCc4cccnc4)c3)CC2)cc1,-4,-2,-6,-5,3,-6,-5,-2,2,5
N#Cc1cc(NC(=O)c2ccc(Cl)cc2)ccc1Sc1ccccc1,7,/,1,1,0,-2,-121,9,-143,8
O=C(O)CN1c2cccc3cccc(c23)S1(=O)=O,0,14,-1,1,5,0,11,8,6,-5
COc1ccccc1-c1nnc(SCC(=O)Nc2oc(C)c3c(C)n[nH]c(=O)c23)n1C,-5,3,-3,-3,-5,-4,-4,0,-1,-2
COc1cccc(OCc2nnc(SCC(=O)NCc3ccco3)n2C)c1,-4,2,-5,0,-1,-1,-4,-1,12,-1
CSc1cccc(CN2CCCC(CNC(=O)c3ccc(F)cc3)C2)c1 (stereo not given),-5,-1,5,-4,2,0,-2,-2,1,9
O=C(c1nn(-c2ccccc2)c(=O)c2ccccc12)N1CCN(c2ncccn2)CC1,4,2,-3,2,-1,-1,-4,-6,1,2
O=C1OC(c2ccccc2)Sc2ccccc21 (stereo not given),-6,-3,-1,-2,19,1,2,0,-1,1
Cc1cc(OC(C)C(=O)NC(Cc2c[nH]c3ccc(O)cc23)C(=O)O)c2c(C)cc(=O)oc2c1 (stereo not given),2,10,-3,3,-3,1,5,6,7,6
CCCCCn1c(SCC(=O)OCC)nc2cc(C(=O)N3CCC(C(N)=O)CC3)ccc2c1=O,14,1,-2,9,0,2,3,-5,-4,6
N#Cc1nc(-c2ccccc2F)oc1N1CCN(C(=O)c2ccco2)CC1,-5,-4,-3,0,0,-1,2,-7,5,0
COc1ccc(NC(=O)CN2CCN(C3c4ccccc4-c4ccccc43)CC2)c(OC)c1,8,-7,2,5,1,-1,-2,2,3,1
COc1ccc(-n2c(SC(CN3CCCCC3)CN3CCCC3=O)nc3ccccc3c2=O)cc1 (stereo not given),3,-4,-2,-4,9,-1,7,-9,3,4
CCCNC(=O)Cn1cnc2sc(C(=O)NCCCN3CCOCC3)c(C)c2c1=O,6,5,4,0,-1,2,5,-2,3,2
CCN(CC)CCN(C(=O)c1c(F)cccc1F)c1nc2cc(C)cc(C)c2s1,-10,-10,4,-6,-2,-3,3,-2,-9,-2
CCOc1ccc(S(=O)(=O)Nc2cccc(C(=O)N3CCN(c4ccccn4)CC3)c2)cc1,2,-6,-3,-3,2,-1,5,5,5,4
COCCNC(=O)CN1CCN(Cc2cccc(Cl)c2)C1=O,1,4,-1,18,1,-3,-2,2,-3,8
CC(C)c1cc(NCc2ccccn2)n2c(nc3ccccc32)c1C#N,17,-1,-7,17,-1,-1,2,0,5,6
CCOC(=O)c1ccc(NC(=O)C(=O)NCC2CCCO2)cc1 (stereo not given),-2,4,0,-2,1,0,-4,-8,5,-1
Cc1nc(-c2nnc(SCC(=O)Nc3cc(C(F)(F)F)cc(C(F)(F)F)c3)n2C)cs1,1,6,2,1,0,0,-3,-1,1,0
Cc1c(/C=C/C(=O)c2cccs2)cnn1C,2,2,-8,6,2,2,13,4,-2,-2
Cc1cc(C(=O)N2CCc3ccccc3C2)on1,6,1,-2,0,-6,-1,-2,1,1,8
COc1ccc(N2CCN(C(=O)COC(=O)c3ccccc3OCc3ccc(F)cc3)CC2)cc1,-3,-4,-2,-6,4,2,-5,2,6,-4
O=C(Nc1cccc(-c2nc3ncccc3o2)c1)c1ccccc1,-2,-66,-2,1,0,-1,-5,-3,-10,-1
CC(/C=N/n1c(-c2ccccc2)n[nH]c1=S)=C\c1ccco1,-3,1,-3,-2,16,-3,10,27,-3,-1
O=C(CCNS(=O)(=O)c1cccc2nsnc12)NC1CCN(Cc2ccccc2)CC1,4,2,-1,4,2,1,-1,-2,-8,-4
CCN(CCCNC(=O)CN(C)S(=O)(=O)c1ccc2c(c1)CCC(=O)N2)c1cccc(C)c1,2,11,3,1,3,-5,0,-4,5,-11
O=c1[nH]c(C2CCN(S(=O)(=O)c3ccc4c(c3)OCCO4)CC2)nc2c1nnn2Cc1cccc(F)c1,-3,-35,4,-5,1,1,-2,8,-16,-7
Cc1nn(-c2ccccc2)c(Cl)c1/C=N/NC(=O)c1ccc(CNc2ccccc2)o1,0,0,2,0,-3,0,-1,-3,8,8
Cc1noc(C(=O)Nc2c(C)n(C)n(-c3ccccc3)c2=O)c1Cl,-3,5,0,-2,-3,-1,7,2,-2,-4
COc1cc(NC(=O)c2cccs2)ccc1NC(=O)c1cc2ccccc2o1,-4,5,-1,-12,-3,-2,-3,0,9,9
COCCCNC(=S)N(CCO)Cc1cc2cc3c(cc2[nH]c1=O)OCCO3,0,-1,-1,1,17,2,10,1,5,-5
CCC1C(=NO)C(CC)C(c2ccccc2)NC1c1ccccc1 (stereo not given),-6,-2,2,-8,-2,5,-20,-4,-12,5

# One compound at a time, from the list above. Values in the order: GC-B act, HTRA1 inh, MBD2 DNA inh, NPR1 activator, PRMT1 FP inh, UHRF1 binding, ABHD4 inh, rCAG RNA binder, SIAE primary, TCR CD3 inh
# Cc1nn(-c2ccccc2)c(Cl)c1/C=N/NC(=O)c1ccc(CNc2ccccc2)o1 as listed: 0, 0, 2, 0, -3, 0, -1, -3, 8, 8
# CCOc1ccc(S(=O)(=O)Nc2cccc(C(=O)N3CCN(c4ccccn4)CC3)c2)cc1 as listed: 2, -6, -3, -3, 2, -1, 5, 5, 5, 4
# CCOC(=O)c1ccc(NC(=O)C(=O)NCC2CCCO2)cc1 (stereo not given) as listed: -2, 4, 0, -2, 1, 0, -4, -8, 5, -1
# COc1ccc(N2CCN(C(=O)COC(=O)c3ccccc3OCc3ccc(F)cc3)CC2)cc1 as listed: -3, -4, -2, -6, 4, 2, -5, 2, 6, -4

# (more compounds)
SMILES,GC-B act,HTRA1 inh,MBD2 DNA inh,NPR1 activator,PRMT1 FP inh,UHRF1 binding,ABHD4 inh,rCAG RNA binder,SIAE primary,TCR CD3 inh
COc1ccc(CNC(=O)c2cc(COc3c(F)cccc3F)on2)cc1OC,5,-8,-2,2,-4,7,-13,-3,-4,-6
CCOC(=O)c1c(NC(=S)NCC2CCCO2)sc(C)c1C (stereo not given),-8,-3,-4,-4,6,1,1,2,12,1
N#CC1=C2N=C(N)c3ccccc3N2C2=C(C(=O)CCC2)C1c1ccc(Cl)cc1 (stereo not given),-5,-16,-8,-12,8,-2,11,10,5,8
CC(=O)Nc1ccc2c(c1)C(=O)N(c1cccc(C)c1)C2=O,0,-2,3,5,2,2,-1,-2,0,4
O=C(CCn1cnnn1)Nc1ccccc1,9,1,-2,3,2,-1,1,-3,2,-2
Nc1ccccc1S(=O)(=O)c1ccccc1N,-3,-3,-8,-5,-1,-4,6,3,5,0
Cc1cccc(S(=O)(=O)NC(=O)C2(C)CCN2C(=O)Cc2ccc(Cl)cc2Cl)c1 (stereo not given),-1,/,-1,0,0,0,3,20,-3,9
COc1cc(C(=O)NC2CC(C)(C)Cc3c2cnn3-c2ccccc2)cc(OC)c1OC (stereo not given),5,-2,1,-2,-2,-2,-6,-3,3,4
COc1cccc(-n2c(=O)c3ccccc3n3c(=S)[nH]nc23)c1,0,0,-6,3,-1,1,5,2,16,-5
Nc1ccccc1SC1CC(=O)N(c2ccc3c(c2)OCCO3)C1=O (stereo not given),0,-12,3,6,0,0,-2,-2,4,3
Cc1cc(Br)ccc1NC(=O)CCSc1ccccc1,-6,-2,-3,-1,1,1,4,-1,-4,-4
CCCCN1CC(COCc2ccccc2)Oc2cccc(Oc3ccc(C)cc3)c2S1(=O)=O (stereo not given),2,-21,3,0,1,2,6,8,4,-8

# Assay outcomes from PubChem BioAssay.
